# Cav3 T inh = Cav3.2 calcium influx blockers – cell-based, Fluo-4 calcium fluorescence, FDSS, MLSMR library, primary screen; Cav3.2-expressing cells; stronger effect = lower value; 4% of 100,000 active; B-score at 10 µM; Voltage-dependent T-type calcium channel subunit alpha-1H (Homo sapiens), O95180;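 active = single-dose well whose peak fluorescence ratio is a statistical outlier from its plate by either plate-standardised score or position-corrected B-score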
# An asterisk follows results filed as active. Not all compounds are listed; the hit share may differ from the screen's.
SMILES,Cav3 T inh
Cc1ccc(/C=C2\Sc3ccccc3C2=O)s1,-0.061
C/C=C(\C)CN1CCN(c2ccc(C)cc2)CC1,0.449
Cc1cc(N2CCCCC2)nc(SCC(=O)c2ccccc2)n1,-4.03
O=[N+]([O-])c1cc(C(F)(F)F)ccc1N1CCN(S(=O)(=O)c2ccc3ccccc3c2)CC1,-0.704
CCOC(=O)C1C(=O)CC(C)(O)C(C(=O)OCC)C1c1ccccc1OC (stereo not given),-0.0661
O=C1C(=O)N(CCN2CCOCC2)C(c2ccccn2)/C1=C(/O)c1ccc(Cl)cc1 (stereo not given),-0.156
COc1ccc(-c2nc(CSCC(=O)NCc3ccco3)c(C)o2)cc1,-0.226
CN1C(=O)CC(N2CCN(C(=O)CN3CCCC3)CC2)C1=O (stereo not given),0.659
CCCOc1ccc(N2CC(C(=O)Nc3ccc4c(c3)OCO4)CC2=O)cc1 (stereo not given),-0.0736
Cc1nc(P(=O)(c2ccccc2)c2ccccc2)c(N2CCOCC2)o1,0.93
COc1cccc(-n2c(SC)nnc2-c2c[nH]c3ccccc23)c1,0.0905
Cc1cccc(NC(=O)c2nc[nH]c2C(=O)N[C@@H](Cc2ccccc2)C(=O)OC(C)(C)C)c1,0.0936
O=C(Cn1cc(C(=O)C2CC2)c2ccccc21)NCc1ccc2c(c1)OCO2,-0.754
COc1ccc(OC)c(S(=O)(=O)N2CCC(C(=O)NC(C)c3ccccc3)CC2)c1 (stereo not given),0.0941
O=S(=O)(Nc1nc2ccccc2[nH]1)c1ccc(Cl)cc1,-0.934
NC1=NC[C@H](Cc2ccc(O)cc2)N1CCCCC1CCCCC1,-0.181
CCc1nnc(NC(=O)c2ccc(S(=O)(=O)N(CC(C)C)CC(C)C)cc2)o1,-2.23
CCN(CC)c1ccc(NC(=O)c2cc3ccccc3o2)c(C)c1,-1.93
Cc1ccc(-c2nc3ncccn3c2Nc2ccc3c(c2)OCCO3)cc1,-1.55
COc1ccc(C2=NO[C@@H]3C(=O)N(c4ccc5c(c4)OCCO5)C(=O)[C@H]23)cc1OC,-0.0253
O=C(COc1ncnc2ccccc12)NCCC1=CCCCC1,-0.979
Cc1ccc(C(=O)CSc2nnc(COc3cc(C)cc(C)c3)o2)cc1,0.881
COc1ccc(-c2csc(NC(C)c3nc4cc(C(F)(F)F)ccc4n3CCOCCO)n2)cc1 (stereo not given),-1.29
CCOc1cc(C=O)ccc1OCCSc1ccc(C)cc1,-1.06

# Random excerpt: two compounds from above, in no set order.
SMILES,Cav3 T inh
O=C(Cn1cc(C(=O)C2CC2)c2ccccc21)NCc1ccc2c(c1)OCO2,-0.754
CCN(CC)c1ccc(NC(=O)c2cc3ccccc3o2)c(C)c1,-1.93

# Continued:
SMILES,Cav3 T inh
COc1cc([N+](=O)[O-])ccc1NC(=O)CCCOc1ccc(C)cc1,-0.504
CCc1nc(NCCc2ccccn2)c2nnn(Cc3ccccc3F)c2n1,-1.22
Nc1nnc(SCCN2C(=O)c3ccccc3S2(=O)=O)s1,-0.0418
CC(C)CCn1c(SCC(=O)N2CC(=O)Nc3ccccc32)nc2scc(-c3cccs3)c2c1=O,-1.01
COc1ccccc1N1CCN(C(=O)c2cc3c(=O)n(C)c4ccccc4c3n2C)CC1,1.46
CN(C)/C=N/c1ncnc2c1cnn2-c1ccc(C(F)(F)F)cn1,0.559
c1ccc(-c2ccc(CN3C[C@@H]4C(c5ccccc5)C5(c6ccccc6)CC4(C5)[C@H]3c3ccccc3)cc2)cc1 (stereo not given in full),-0.506
COc1cccc(Nc2nc(C)cc(C)c2C#N)c1,-0.205
COc1ccc(S(=O)(=O)N(Cc2cc3ccc(OC)cc3[nH]c2=O)CC2COCCO2)cc1 (stereo not given),0.427
COc1ccc(C2=NO[C@@H]3C(=O)N(c4ccc(C)cc4C)C(=O)[C@H]23)cc1OC,0.0472
Cc1nn2c(=O)cc(CSc3nc4ccccc4[nH]3)nc2s1,1.21
O=C(O)CC(c1ccc(Cl)cc1)N1C(=O)CCC1=O (stereo not given),0.491
CCN(CC)S(=O)(=O)c1ccc(Oc2ccc(S(=O)(=O)N(CC)CC)cc2)cc1,-1.17
CCOC(=O)c1ccc(NC(=O)C2CCCN(S(=O)(=O)c3cnc[nH]3)C2)cc1 (stereo not given),2.15
Cc1ccc(C(=O)c2c(NC(=O)c3ccncc3)sc3c2CCCC3)cc1,-0.32
COc1cc(OC)c(OC)cc1CNc1cc(C)ccc1OC,-0.224
COc1ccc(C(=S)N2CCNCC2)cc1,-0.0292
CN(C)S(=O)(=O)NC(c1ccccc1)c1ccccc1,-0.00555
CCOc1ccc2c(c1)n(CO)c(=S)n2CO,0.444
Cc1nnc(SCc2ccc3c(c2)OCO3)s1,-0.963
Cc1noc(C)c1COC(=O)c1cc2ccccc2cc1O,-2.13
S=C(NCc1cccnc1)Nc1cccc(Cl)c1,-1.07
COc1cc2c(cc1O)CCN(C(=O)c1ccco1)C2C (stereo not given),0.907
COC(=O)CSc1[nH]c(=O)cc(C)c1C#N,-0.497

# Next section, overlapping the part above by six compounds.
SMILES,Cav3 T inh
CCOc1ccc2c(c1)n(CO)c(=S)n2CO,0.444
Cc1nnc(SCc2ccc3c(c2)OCO3)s1,-0.963
Cc1noc(C)c1COC(=O)c1cc2ccccc2cc1O,-2.13
S=C(NCc1cccnc1)Nc1cccc(Cl)c1,-1.07
COc1cc2c(cc1O)CCN(C(=O)c1ccco1)C2C (stereo not given),0.907
COC(=O)CSc1[nH]c(=O)cc(C)c1C#N,-0.497
Cc1occc1C(=O)NC(C)C1CCCO1 (stereo not given),-0.0126
Cc1nc2cc(NC(=O)N3c4ccccc4CC3C)ccc2o1 (stereo not given),0.72
Cc1ccc(S(=O)(=O)N2CCN(C(=O)C3=COCCO3)CC2)cc1C,1.21
COn1c(SC2CCCCC2)nc2ccccc2c1=O,-1.73
COc1cccc(NC(=O)COC(=O)c2cccnc2)c1,-0.0228
COC(=O)N[C@H](CC(C)=O)c1ccccc1,-0.074
CCOC(=O)CSc1nc2cc(OCC)ccc2cc1C#N,-0.456
CC(C)Cn1cnc2c(=O)oc3ccccc3c21,-0.0489
CC(C)N=C1SCC(C)(/C=N/O)S1 (stereo not given),-0.00695
Cc1sc2nc(CN3CCOCC3)nc(N3CCOCC3)c2c1C,0.759
O=C(CSc1nnc(-c2ccc(S(=O)(=O)N3CCCC3)cc2)o1)NCc1ccccc1,0.427
CSc1n[nH]c(NC(C)=O)n1,-0.464
C=CCNC(=O)c1ccccc1NC(=O)c1ccccc1,0.112
Cc1[nH]nc2c1C1(CCC(c3ccccc3)CC1)C(C#N)=C(N)O2 (stereo not given),-0.174
Cc1ccc(S(=O)(=O)c2n[nH]n3c2nc(=O)c2ccccc23)cc1,1.51
CCCN1CCN(C(=O)Nc2ccc(C(=O)OCC)cc2)CC1,-0.137
O=C(c1ccccc1)c1cccn1CC(=O)N1CCN(c2ccccc2)CC1,-1.32
C/C(N)=C(/C#N)C(=O)CSc1nc(C2CCCCC2)n(-c2ccccc2)n1,-5.1*
CCCCCSc1nc2c(c(=O)[nH]c(=O)n2C)n1C(C)C,-1.92
CCC(C)(C)n1nnnc1C(c1ccc(C)cc1)N1CCSCC1 (stereo not given),-0.941
Cc1ccc(CNC(=O)C2CC(=O)OC23CCCC3)c(C)c1 (stereo not given),0.95
COc1cccc(N2CC(C(=O)OC(C)C(=O)c3ccccc3)CC2=O)c1 (stereo not given),-0.398
Cc1ccccc1N1CCN(Cc2c[nH]c3ccccc23)CC1,-0.239
O=C(Cc1ccccc1[N+](=O)[O-])NCc1ccc(Cl)cc1,0.231
CCC(C)(C(=O)NC1CCCC1)N(C(C)=O)c1ccc(C)cc1 (stereo not given),0.491
CCOC(=O)N1CCC2(CC1)C(C#N)=C(N)OC1=C2C(=O)CC(C)(C)C1,1.57
Nc1c(C(=O)NCc2ccco2)nnn1Cc1ccccc1,0.022
CCOC(=O)C1=C(CS(=O)(=O)c2ccccc2)NC(=O)NC1c1ccccc1OCC (stereo not given),-1.6
Brc1ccc(CSc2nccn2-c2ccccc2)cc1,-3.58
COc1ccc(NC(=O)CSc2nnc(CNC(=O)c3ccco3)n2-c2ccccc2OC)cc1,0.29
CCc1ccc(NC(=O)N(CCOC)C2CCN(C(C)=O)CC2)cc1,-0.656
c1ccc(COc2ccc(CNn3cnnc3)cc2)cc1,-1.86
Cc1csc2ncc(C(=O)Nc3ccc4c(c3)OCCO4)c(=O)n12,0.0436
O=C(c1cnccn1)N1CCN(S(=O)(=O)c2ccc3ccccc3c2)CC1,0.748
O=C(Nc1ccccc1F)c1cc(S(=O)(=O)N2CCCCC2)cs1,-0.702
CCN(CC)CCN1C(=O)c2ccccc2NC1c1cccc(F)c1 (stereo not given),0.97
CCN(CC)S(=O)(=O)c1ccc2c(c1)c(=O)c(C(=O)N1CCN(c3ccccc3)CC1)cn2C,2.07
O=C(c1ccco1)N1CCN(C(=O)c2cc(-c3ccncc3)nc3ccc(Br)cc23)CC1,1.26
COc1ccc(N/C(N)=N/c2nc(CSc3ccc(Cl)cc3)cc(=O)[nH]2)cc1,-0.00528
O=C(CC(Sc1ccccc1)c1cccs1)c1ccco1 (stereo not given),-0.984
CC(=O)c1c(C)[nH]c(C(=O)NCCc2cccc(C)c2)c1C,1.28
Cc1ccccc1-n1c(SC(C)C(N)=O)nnc1-c1cccnc1 (stereo not given),-0.00672
Cc1cccc(OCCNC(=O)c2cc(-n3cnnc3)ccc2Cl)c1,-0.143
COc1cc(C2C(C(=O)c3cccs3)=C(O)C(=O)N2c2cc(C)on2)ccc1O (stereo not given),0.361
CSc1ccc(S(=O)(=O)Nc2ccc(F)cc2)cc1,-5.1*
Cc1nc(N)sc1N=Nc1ccc(F)cc1,0.804
O=C(NC12CC3CC(CC(C3)C1)C2)N1CCCC(CO)C1 (stereo not given),-0.734
N#Cc1c(-c2ccco2)cc(-c2cccnc2)nc1N,0.105

# Compounds shown so far containing a CF3 group (three):
SMILES,Cav3 T inh
O=[N+]([O-])c1cc(C(F)(F)F)ccc1N1CCN(S(=O)(=O)c2ccc3ccccc3c2)CC1,-0.704
COc1ccc(-c2csc(NC(C)c3nc4cc(C(F)(F)F)ccc4n3CCOCCO)n2)cc1 (stereo not given),-1.29
CN(C)/C=N/c1ncnc2c1cnn2-c1ccc(C(F)(F)F)cn1,0.559

# Arranged by SMILES length (smallest number first): three of the compounds above
SMILES,Cav3 T inh
COC(=O)N[C@H](CC(C)=O)c1ccccc1,-0.074
Cc1cc(N2CCCCC2)nc(SCC(=O)c2ccccc2)n1,-4.03
CCC(C)(C)n1nnnc1C(c1ccc(C)cc1)N1CCSCC1 (stereo not given),-0.941

# Remaining list, next part:
SMILES,Cav3 T inh
CS(=O)(=O)N1CCN(C(=O)c2ccc(F)cc2)CC1,1.82
O=S(=O)(NCCOc1ccccc1)c1ccc2ccccc2c1,0.043
CC(=O)c1ccc(-n2nnnc2SCC(=O)Nc2cccc(NC(=O)c3ccco3)c2)cc1,-0.687
CCOC(=O)N1CCN(C(=O)CSc2ncnc3ccccc23)CC1,1.21
COc1ccc(-c2ccc(C)cc2)cc1[C@H]1[C@H]2C=CC[C@@H](C)[C@@H]2C(=O)N1Cc1ccccc1,-1.39
Cc1cccc(OCc2nnc(SCC(=O)Nc3ccc(C)c(Cl)c3)o2)c1,0.313
COC(=O)c1[nH]c2ccc(Br)cc2c1NC(=O)C(C)N1CCN(C2CCCCC2)CC1 (stereo not given),-0.649
Cc1cc(C)n(C(=O)CSc2nc3ccccc3o2)n1,-0.0265
O=C(c1cccn2c(=O)c3cc(Br)ccc3nc12)N1CCN(c2ccccn2)CC1,0.136
Cn1ccnc1SCC(=O)Nc1cccc(C(F)(F)F)c1,0.0368
CCOC(=O)C(O)(CC(=O)c1ccc(OC)cc1)C(F)(F)F (stereo not given),-0.235
COc1cccc(C(=O)N2CCN(C(=O)c3cccc4ccccc34)CC2)c1OC,0.43
Cc1nc2ccc(NC(=O)N3CCN(c4ccccn4)CC3)cc2s1,0.232
N#CC1=C(N)Oc2ccc3ccc(O)cc3c2C1c1cccnc1 (stereo not given),1.15
O=c1ccnc(SCc2ccccc2Cl)[nH]1,-0.391
Cc1ccc(C(=O)N2CCC(C)CC2)cc1C,-2.59
COc1ccccc1-n1cnnc1SCC(=O)N1CCN(S(=O)(=O)c2ccccc2)CC1,0.295
CCCOc1ccc(-c2nc(C#N)c(NCC3CCCO3)o2)cc1 (stereo not given),-1.56
CC1(c2nnc(-c3ccc(F)cc3)o2)CC(c2ccc(F)cc2)=NO1 (stereo not given),-1.52
O=S(=O)(NCc1ccc2c(c1)OCO2)c1ccc2c(c1)oc1ccccc12,0.24
CCCN1C(=O)c2ccc(C(=O)NC3=NCCS3)cc2C1=O,-0.127
CCN(CC)C(=O)CSc1nnc([C@H](Cc2c[nH]c3ccccc23)NC(=O)OC(C)(C)C)o1,-1.01
CC(c1ccccc1)n1cc(C(=O)NCC2CCCO2)nn1 (stereo not given),-0.24
O=C(NCCOc1ccccc1)c1cc2ccccc2o1,-1.31
COc1ccccc1OCC(=O)Nc1ccc(S(=O)(=O)N2CCCCCC2)cc1,-3.03
C=CCSc1nc(C)c(CC(=O)OCC(C)C)c(=O)[nH]1,0.229
COc1ccc(OC)c(NC(=O)Cc2coc3ccc(C)cc23)c1,-0.963
O=C(COc1ccccc1)n1nc(-c2ccc(Cl)cc2)nc1NCc1ccco1,-0.0305
COc1ccc(C(=S)N(C)C)cc1OC,0.33
COc1ccccc1OCCCOc1ccc([N+](=O)[O-])cc1Cl,-1.59
O=C(NCCc1ccccc1)C1CCCN(S(=O)(=O)c2cccnc2)C1 (stereo not given),0.897
Cn1ncc(N=Cc2ccc([N+](=O)[O-])cc2)c1C(=O)N1CCOCC1,0.748
COc1ccc(S(=O)(=O)NCCc2csc(C)n2)cc1C,0.619
CC1=Nc2ccc(C)c3nc(C)cc(c23)N1c1ccc(C)cc1,-0.0397
CN(C)C(=O)c1c(-c2ccccc2)oc2ccc(O)cc12,0.939
CCn1c(CC(=O)Nc2ccc(C)cc2)nnc1SCC(=O)NCc1ccccc1,0.203
CCC(=O)NCCc1nc2ccccc2[nH]1,-0.411
COc1ccc(S(=O)(=O)NCCC(=O)NCc2ccccc2)cc1,0.36
